Source: PubChem
BRCA1 expr up – activators of BRCA1 expression; MCF7-BRCA1-FFLuc reporter, luminescence, 48 h; response scale: scaled: vehicle 0%, 10 µM genistein 100%; Potency, µM (series often up to 46.1 µM), inactives show top-dose activation, most hits filed as activators; actives 1.1% (n = 380,000); AID 624202; active means well fitted activation curve with a large enough effect; inconclusive means small, poorly fitted or top-dose-only effect; inactive means no such curve, though single readings can be large or run the other way; further: nearly all actives have a fitted effect of over 80% in size; some results filed as inactive show a strong effect at the top dose
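Reporter cells (MCF7, BRCA1 promoter-firefly luciferase) received library compounds across a concentration series for 48 h. End-point luminescence was measured and concentration-effect curves derived after normalization.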
uPA surface inh – inhibitors of cell surface uPA generation | cell surface uPA generation assay, qHTS | Potency, µM (titrated, usually from 38.3 µM), inactives show at the top dose activity change, negative = inhibition, most hits filed as inhibitors | actives 0.31% (n = 330,000); active means well fitted inhibition curve with a large enough effect; inconclusive means small, poorly fitted or top-dose-only effect; inactive means no such curve, though single readings can be large or run the other way; tested in mouse RAW 264.7 cells; further: on the % scale 0 is the no-effect control and ±100 the full control effect; nearly all actives have a fitted effect of over 55% in size
The depositor's hits bear a star; ? = inconclusive. Potency means the concentration at half of the fitted maximal effect.

The first 4 compounds, to show the layout:
SMILES	BRCA1 expr up	uPA surface inh
N#C/C(=C/c1ccc(-c2cccc([N+](=O)[O-])c2)o1)C(=O)Nc1nc(-c2cccs2)cs1	-11%	-3%
Cc1ccsc1C(=O)N1CCN(c2ncc(C(F)(F)F)cc2Cl)CC1	-20%	9%
Cc1cc(S(=O)(=O)NCCc2ccncc2)cc(C)c1F	-10%	2%
O=C1CCC[C@@H]2Cc3nc4ccccc4cc3[C@@H]3CCN1[C@H]23	15%	9%

Results, repeating the preview:
SMILES	BRCA1 expr up	uPA surface inh
N#C/C(=C/c1ccc(-c2cccc([N+](=O)[O-])c2)o1)C(=O)Nc1nc(-c2cccs2)cs1	-11%	-3%
Cc1ccsc1C(=O)N1CCN(c2ncc(C(F)(F)F)cc2Cl)CC1	-20%	9%
Cc1cc(S(=O)(=O)NCCc2ccncc2)cc(C)c1F	-10%	2%
O=C1CCC[C@@H]2Cc3nc4ccccc4cc3[C@@H]3CCN1[C@H]23	15%	9%
CC(C)(C)OC(=O)N1CCC2(CC1)Oc1ccc(F)cc1C(=O)C21CC(c2ccccc2)=NO1 (stereo not drawn)	0%	11%
O=c1cc2c(c(-c3ccccc3)n1Cc1ccccc1)[C@H](CCO)NC2	3%	5%
CCOC(=O)C1=C(C)N(CCCC(=O)O)C(=O)NC1c1ccc2ccccc2c1 (stereo not drawn)	1%	-44%
Nc1nc2c(ncn2-c2ccccc2)c(=O)[nH]1	6%	-13%
Cc1ccc(C2/C(=C(\O)c3c(C)nc4c(C)cccn34)C(=O)C(=O)N2CCN(C)C)o1 (stereo not drawn)	26%	-8%
COc1cccc(C(=O)Nc2cccc(-c3nnc(-c4ccccc4)o3)c2)c1	9%	-18%
O=C1CN(N=Cc2ccco2)C(=O)N1	-28%	5%
O=C(OCc1ccccc1)N1CCC2CC1c1cc(N3CCOCC3)ccc12 (stereo not drawn)	41%	-7%
C=C1CCN([C@@H](CC(C)C)C(=O)N2CCOCC2)S(=O)(=O)c2ccccc21	0%	1%
CCOc1cc(C(=O)NCCCNC(=O)c2cc(OCC)c(OCC)c(OCC)c2)cc(OCC)c1OCC	-31%	-2%
COc1ccc(B(O)O)c(CN2CCN(C(=O)OC(C)(C)C)CC2)c1	13%	2%
COc1ccc(CN2[C@@H](CC(=O)O)c3ccccc3S2(=O)=O)cc1	7%	-4%
CCOc1ccc(-c2nc3c(s2)CCc2onc(-c4ccc(OC)cc4)c2-3)cc1	24%	3%
CCc1c(Nc2ccccc2Cl)nc(N)[nH]c1=O	-25%	-11%
O=[N+]([O-])c1ccc(NC2CCCCC2)nc1	1%	2%
O=c1c2ccccc2ncn1CCc1ccncc1	0%	-2%
O=C(c1ccccc1)N(c1ccccc1)c1ccccc1O	-6%	2%
O=C(CSc1nccc2ccccc12)N1CCN(Cc2ccc3c(c2)OCO3)CC1	-20%	-5%
O=C(CSCc1ccc(Br)cc1)Nc1ccccc1C(=O)N1CCOCC1	-1%	3%
O=C(O)C1=CCCc2ccc(F)cc21	-19%	2%
COc1ccc(/C=C/C(=O)Oc2ccc(C=O)cc2OC)cc1	-3%	-2%
CN(CC(=O)Nc1cccc(F)c1)C(=O)C1CCC(C(=O)N(C)CC(=O)Nc2cccc(F)c2)CC1 (stereo not drawn)	-8%	6%
c1ccc2oc(-c3ccc(Nc4nc(N5CCOCC5)nc(N5CCOCC5)n4)cc3)nc2c1	-6%	10%
CCOc1ccc(OCC(=O)OCC(=O)N2CCN(S(=O)(=O)c3ccc(C)cc3C)CC2)cc1	-3%	11%
Cc1cc(Br)ccc1OCc1nnc(-c2ccccc2)o1	13µM*	-3%
CC(C)(C)OC(=O)N(CCc1ccccc1)Cc1cccc(OCc2cccc(NC(=O)C3CC3)c2)c1	-31%	?
CCC(C)(C)n1nnnc1CN1CCC(O)(c2cccc(C(F)(F)F)c2)CC1	-14%	14%
O=C(Cc1ccc(NC(=O)C2CCCN(C(=O)C3CCC3)C2)cc1)Nc1cccc(C(=O)N2CCCC2)c1 (stereo not drawn)	-10%	10%
COCCN1C(=O)c2oc3cc(C)c(C)cc3c(=O)c2C1c1cccc(O)c1 (stereo not drawn)	0%	3%
Cc1cc(=O)[nH]c(NC(=O)Cc2ccccc2)n1	3%	-56%
CC(C)[C@H](NC(=O)c1cccc(CN(Cc2ccccc2)C(=O)c2ccccc2)c1)C(=O)O	-5%	-8%
c1ccc2c(c1)CC(N1CCCCC1)c1ccccc1S2 (stereo not drawn)	-15%	-9%
Oc1ccc2ccccc2c1/C=C/c1ccc2c(Br)cc(Br)c(O)c2n1	-85%	2%
Cc1ccc(OCC(=O)O)c(O)c1	-18%	6%
CC1(c2nnc(-c3cccc(Cl)c3)o2)CC(c2ccc(Cl)cc2)=NO1 (stereo not drawn)	-1%	3%
CC1(c2ccccc2)NC(=O)N(CC(=O)NCCN2C(=O)S/C(=C\c3cccnc3)C2=O)C1=O (stereo not drawn)	-3%	2%
CCCCN1CC(=O)N2[C@@H]3c4cc(Br)ccc4OC[C@@H]3[C@H](C(=O)OCC)[C@]2(C)C1=O	-5%	0%
O=C(NC1CCCCC1)N1CCN(Cc2nc3ccccc3c(=O)[nH]2)CC1	14%	0%
O=C(CN1CCN(Cc2cccc(C(F)(F)F)c2)CC1)NCC(=O)Nc1ccc(F)c(F)c1F	-29%	4%
CC(C)c1ccc(NC(=O)C(c2ccccc2)N(C)C(=O)CCc2c[nH]c3ccccc23)cc1 (stereo not drawn)	-18%	10%
COc1ccc(C2=Nc3ccccc3C2(O)CCN2C(=O)c3ccccc3C2=O)cc1 (stereo not drawn)	5%	5%
CCCCN1C(=O)c2cccc3cc(O)cc(c23)C1=O	-22%	-2%
O=C(O)CCCCCCCCCCC1CCC(O)C1O (stereo not drawn)	-45%	-1%
O=C(NCCCN1CCCC1=O)c1cc(S(=O)(=O)N2CCN(c3ccccc3)CC2)ccc1Cl	2%	0%

An excerpt of these results, as a markdown table.
| Molecule | BRCA1 expr up | uPA surface inh |
| --- | --- | --- |
| CN(CC(=O)Nc1cccc(F)c1)C(=O)C1CCC(C(=O)N(C)CC(=O)Nc2cccc(F)c2)CC1 (stereo not drawn) | -8% | 6% |
| c1ccc2oc(-c3ccc(Nc4nc(N5CCOCC5)nc(N5CCOCC5)n4)cc3)nc2c1 | -6% | 10% |
| CCOc1ccc(OCC(=O)OCC(=O)N2CCN(S(=O)(=O)c3ccc(C)cc3C)CC2)cc1 | -3% | 11% |
| Cc1cc(Br)ccc1OCc1nnc(-c2ccccc2)o1 | 13µM* | -3% |
| CC(C)(C)OC(=O)N(CCc1ccccc1)Cc1cccc(OCc2cccc(NC(=O)C3CC3)c2)c1 | -31% | ? |
| CCC(C)(C)n1nnnc1CN1CCC(O)(c2cccc(C(F)(F)F)c2)CC1 | -14% | 14% |
| O=C(Cc1ccc(NC(=O)C2CCCN(C(=O)C3CCC3)C2)cc1)Nc1cccc(C(=O)N2CCCC2)c1 (stereo not drawn) | -10% | 10% |

The listing continues:
SMILES	BRCA1 expr up	uPA surface inh
CC(=NNc1nc2ccccc2o1)c1cc2ccccc2cn1	?	-4%
NC(=O)c1ccc(N2CCCC2)nc1	-26%	-3%
CC(Oc1ccc(Cl)cc1Cl)C(=O)NC(Cc1ccccc1)C(=O)O (stereo not drawn)	-14%	7%
CCOCCCn1c(SCC(=O)Nc2oc(C)c3c(C)n[nH]c(=O)c23)nc2ccccc2c1=O	-29%	1%
CC(C)CNC(=O)c1ccccc1C(=O)NC1(C(=O)NCC(C)C)CCCC1	-4%	0%
C=C1CCN([C@@H](CC(C)C)C(=O)NCc2ccco2)S(=O)(=O)c2ccccc21	-27%	3%
O=C(NC1=NCCS1)c1cccc(F)c1	?	1%
O=C(CSc1nc2c(c(=O)n1-c1ccc(F)cc1)SCC2)Nc1ccc2c(c1)OCO2	6%	4%
O=[N+]([O-])c1ccc(COc2ccccc2CN2CCOCC2)cc1	-7%	-2%
CCCn1cnc2c(SCc3ccccn3)nc(N)nc21	20%	-1%
CCN(CC(=O)Nc1ccc2c(c1)OCCO2)C(=O)C(C)Oc1ccc(F)cc1 (stereo not drawn)	-24%	3%
Cc1ccc(C(=O)N2[C@@H]3CN(C)C(=O)[C@@]2(Cc2ccccc2)[C@H]2C(=O)N(C)C(=O)[C@@H]32)cc1	-15%	-11%
CN(C)c1ccc(C=c2c3ccccc3n3c2cc(-c2ccccc2)[n+]3C)cc1	-97%	-5%
C=C1CCN([C@@H](CC(C)C)C(=O)NCc2ccc(Cl)c(Cl)c2)S(=O)(=O)c2ccccc21	-21%	?
O=C1CCCCC1Nc1ccc([N+](=O)[O-])cc1 (stereo not drawn)	-2%	2%
O=C(CCSCCC(=O)NN=Cc1ccccc1O)NN=Cc1ccccc1O	-33%	-6%
O=C1NC(=S)SC1=Cc1cccs1	43%	-11%
NC(=O)C1=C(c2ccccc2)c2ccccc2C1=O	-21%	-12%
O=C(O)c1cc(N2CCCC2)ccn1	-18%	5%
COc1ccc(OC)c(C(=O)Nc2c(O)ccc3ccccc23)c1	-44%	-4%
CCOc1cc(C(=O)NC2CCCCCCC2)cc(OCC)c1OCC	-15%	-6%
O=[N+]([O-])c1cc(C=NN2CCCCCC2)ccc1Cl	2.8µM*	0%
CN1CCC(N(C)C(=O)/C(C#N)=C\c2ccc(OC(F)F)cc2)CC1	-1%	-7%
O=C(NCc1ccco1)c1ccc2c(c1)S(=O)(=O)c1ccccc1C2=O	-15%	-11%
CC(C)(C)S(=O)(=O)N1Cc2cc(CO)cc(CCO)c2[C@H]1CCO	7%	3%
CC1=C(n2ccnc2)CCC1=O	5%	4%
O=C(O)CSc1cccnc1Sc1ccc(Cl)cc1	-2%	12%
CCCCNC(=O)c1onc(CSc2ccc(Cl)cc2)c1C(=O)NCCCC	-3%	2%
COc1ccc(CCNC(=O)c2ccc(NC(=O)CC3SC(N4CCCC4)=NC3=O)cc2)cc1OC (stereo not drawn)	1%	15%
COc1cc(C2C3=C(COC3=O)Oc3cc4c(cc32)OCO4)ccc1O (stereo not drawn)	-70%	-11%
CCc1noc(C)c1C(=O)Nc1sc(C(=O)N(C)C)c(C)c1C#N	-14%	-3%
O=C(O)c1ccc(S(=O)(=O)c2ccccc2)s1	-6%	3%
Cc1cccc(NC(=O)c2cnc3sccn3c2=O)n1	6%	1%
Cn1c(=O)c2c(nc(OC3CCCCCC3)n2C)n(C)c1=O	6%	-5%
COc1ccc(CCNC(=O)C(=O)NCC2OCCN2S(=O)(=O)c2cccs2)cc1OC (stereo not drawn)	-2%	-4%
CC(C)C[C@H](NC(=O)OCC1c2ccccc2-c2ccccc21)C(=O)O	?	-10%
COc1cc(Br)cc(C(c2c(C)n(C)n(-c3ccccc3)c2=O)c2c(C)n(C)n(-c3ccccc3)c2=O)c1O	8%	5%
CN1CCN(C2Cc3ccc(Cl)cc3Sc3ccc(F)cc32)CC1 (stereo not drawn)	0%	2%
CC(C)Oc1ccccc1/C=N/n1nnnc1N	14%	12%
O=C1CC(c2ccccc2)=NO1	-15%	6%
c1ccc(-c2ccc3ccccc3n2)cc1	11µM*	-21%
COc1ccc(C2=CC(=O)CC(c3ccc(F)cc3)C2)cc1 (stereo not drawn)	-3%	8%
Cc1ccc(S(=O)(=O)N2CCN(C(=O)c3cc(S(=O)(=O)N4CCOCC4)ccc3F)CC2)cc1	6%	-12%
CCN(c1ccccc1)S(=O)(=O)c1cc(C(=O)NCC(c2ccc(OC)cc2)N(C)C)ccc1C (stereo not drawn)	-37%	?
O=c1cc(-c2ccccc2)[nH]n1-c1ccccc1	-72%	0%
CCCCc1c(O)c2cccc3c2n(c1=O)CCC3	0%	2%
O=C(O)CC(C(=O)O)C(c1ccccc1)c1ccccc1 (stereo not drawn)	-27%	0%
Cc1cc(Br)cc(C=Nc2ccc(N3CCOCC3)cc2)c1O	8%	-2%
Cc1ccc(S(=O)(=O)N2CCN(C(=O)COC(=O)/C=C/c3ccc(OC(F)F)cc3)CC2)cc1	2%	15%
Cn1c(N)c(C(C[N+](=O)[O-])c2ccccc2Cl)c(=O)n(C)c1=O (stereo not drawn)	-2%	-9%
O=C(NCC1CC1)c1ccc2c3n(nc2c1)-c1ccc(Cl)cc1CO3	2.5µM*	?
Cc1cc(C)c2nc(Nc3nc(CSc4nc5ccccc5[nH]4)cc(=O)[nH]3)nc(C)c2c1	-31%	-13%
O=C1NC(=O)C2(CCCC2C(=O)O)N1 (stereo not drawn)	-7%	7%
COc1cc(OC)c(C(=O)Nc2ncn[nH]2)cc1OC	-22%	-2%
O=S(=O)(Nc1c(O)ccc2ccccc12)c1cccc2ccccc12	-74%	-5%
NCCCC[C@H]1CN=C(N)N1CC1CCCCC1	11%	8%
COC(=O)C1=C(C)NC(C)=C(C(=O)O[C@@H]2CCCN(Cc3ccccc3)C2)[C@@H]1c1cccc([N+](=O)[O-])c1	-20%	?
Cc1ccc(-c2cc(-c3ccccc3)nc(N/N=C/c3cccnc3)n2)cc1	-39%	-29%
O=C(O)Cc1c[nH]c2ccccc12	-7%	2%
CC(C)(C)OC(=O)N(Cc1ccccc1)Cc1ccc(OCc2cccc(NC(=O)c3ccccc3)c2)cc1	-20%	-3%
The listing continues.
SMILES	BRCA1 expr up	uPA surface inh
Cc1nc(-c2ccccc2)nn1-c1ccc([N+](=O)[O-])cc1	5µM*	13%
O=C(N=Nc1c(O)[nH]c2ccccc12)Nc1ccccc1	?	4%
Cc1nc2c(cnn2CCO)c(=O)[nH]1	-14%	-1%
COc1ccc(N2CC(C(=O)Nc3nnc(SCC(=O)NCC4CCCO4)s3)CC2=O)cc1 (stereo not drawn)	-5%	-2%
CC(C)(C)OC(=O)C(C1NC(C(=O)O)C(C)(C)S1)N1C(=O)c2ccccc2C1=O (stereo not drawn)	-3%	1%

Not all compounds are listed; the hit share may differ from the screen's.
